Assay outcomes deposited in PubChem by National Center for Advancing Translational Sciences (NCATS).
Anesthetic bind – binds horse apoferritin like a general anesthetic; P02791; apoferritin/1-aminoanthracene competitive binding, fluorescence; Potency, µM (top dose mostly 77.5 µM), inactives show top-dose activity change, negative = displacement, most hits filed as inhibitors; actives 0.074% (n = 350,000); AID 485281; note: potency is the fitted concentration of half-maximal effect; % is set by controls: 0 for no effect and ±100 for the full control effect; nearly all actives have a fitted effect of over 20% in size
Target sequence (P02791 2-175 limits assumed): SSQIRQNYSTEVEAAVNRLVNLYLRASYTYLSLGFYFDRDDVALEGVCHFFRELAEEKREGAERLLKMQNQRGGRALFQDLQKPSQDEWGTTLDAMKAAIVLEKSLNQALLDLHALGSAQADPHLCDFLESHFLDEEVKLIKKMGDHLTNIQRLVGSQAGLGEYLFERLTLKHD
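Apoferritin-based anesthetic binding model; compound displacement of fluorescent 1-AMA measured as endpoint fluorescence after 10 minutes at room temperature, scaled to free-ligand and complex controls.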
Pol eta inh – blocks human DNA polymerase eta activity | Potency, µM (doses to about 114 µM), for inactives: at the highest dose activity change, negative = inhibition, most hits filed as inhibitors | recombinant Pol eta, fluorescent DNA replication assay | actives 1.2% (n = 390,000) | Q9Y253; note: potency is the fitted concentration of half-maximal effect; % is set by controls: 0 for no effect and ±100 for the full control effect
Target sequence (Q9Y253 whole entry, looked up): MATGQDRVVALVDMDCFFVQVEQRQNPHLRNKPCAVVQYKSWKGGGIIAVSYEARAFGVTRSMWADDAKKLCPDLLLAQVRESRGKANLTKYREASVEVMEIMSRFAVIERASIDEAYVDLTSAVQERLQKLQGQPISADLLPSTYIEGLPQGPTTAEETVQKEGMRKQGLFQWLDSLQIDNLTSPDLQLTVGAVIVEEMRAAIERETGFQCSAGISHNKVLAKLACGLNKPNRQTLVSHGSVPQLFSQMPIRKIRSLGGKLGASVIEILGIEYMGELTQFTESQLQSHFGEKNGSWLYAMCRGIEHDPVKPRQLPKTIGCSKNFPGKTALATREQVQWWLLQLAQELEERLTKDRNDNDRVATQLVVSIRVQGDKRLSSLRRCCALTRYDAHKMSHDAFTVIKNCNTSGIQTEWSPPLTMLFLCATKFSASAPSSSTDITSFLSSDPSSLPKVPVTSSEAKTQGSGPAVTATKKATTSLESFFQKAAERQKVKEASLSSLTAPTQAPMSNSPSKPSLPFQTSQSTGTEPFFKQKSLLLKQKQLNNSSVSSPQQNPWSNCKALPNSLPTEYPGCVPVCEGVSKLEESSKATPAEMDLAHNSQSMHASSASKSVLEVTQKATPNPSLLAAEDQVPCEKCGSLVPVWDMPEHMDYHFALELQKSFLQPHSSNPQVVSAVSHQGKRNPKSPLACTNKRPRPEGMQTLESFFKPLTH
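Fluorescent replication assay: 50 nM final substrate added after a 15 min room-temperature compound preincubation with 10 nM enzyme. Signal taken at 0 min and again at 10 min.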
Pol kappa inh – inhibitors of human DNA polymerase kappa. purified Pol kappa, fluorescent DNA synthesis assay, 10 min. Potency, µM (highest dose often 107 µM), for inactives: at the top dose activity, negative = inhibition, hits mostly inhibitors. actives 0.53% (n = 400,000); note: potency is the fitted concentration of half-maximal effect; % is set by controls: 0 for no effect and ±100 for the full control effect
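First, compounds were pin-transferred onto 10 nM Pol kappa. After 15 min at room temperature, substrate was added to 50 nM final. Fluorescence was then measured kinetically at 0 and 10 min.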
12-LOX inh – ALOX12 (human) lipoxygenase inhibition; P18054; purified 12hLO, xylenol orange hydroperoxide absorbance; Potency, µM (highest dose often 108 µM), inactives show top-dose activity change, negative = inhibition, actives largely listed as inhibitors; actives 1.1% (n = 580,000); note: potency is the fitted concentration of half-maximal effect; % is set by controls: 0 for no effect and ±100 for the full control effect
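Hydroperoxide product was detected by ferrous iron/xylenol orange as the 573 to 405 nm absorbance ratio. Arachidonic acid at 40 uM (final) was turned over for 30 min at room temperature by 150 nM human 12hLO, pH 7.0 Hepes buffer, after 15 min compound preincubation.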
RGS4 inh – inhibitors of human regulator of G protein signaling 4; P49798; Transcreener GDP fluorescence polarization, RGS4-accelerated GTP hydrolysis; actives 0.039% (n = 390,000); Potency, µM (top dose mostly 114 µM), inactives show at the top dose activity change, negative = inhibition, usual class: inhibitors; note: potency is the fitted concentration of half-maximal effect; % is set by controls: 0 for no effect and ±100 for the full control effect; nearly all actives have a fitted effect of over 75% in size; some results filed as inactive show a strong effect at the top dose
Target sequence (P49798 whole entry, looked up): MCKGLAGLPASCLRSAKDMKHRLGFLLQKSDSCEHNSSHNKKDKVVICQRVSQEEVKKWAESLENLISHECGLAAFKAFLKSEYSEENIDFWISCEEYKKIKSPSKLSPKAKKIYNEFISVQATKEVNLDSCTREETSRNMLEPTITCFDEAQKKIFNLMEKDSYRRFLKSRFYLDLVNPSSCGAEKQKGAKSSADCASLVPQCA
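MLSMR compounds (23 nl, pin-transferred) preincubated 10 min at room temperature with a 500nM (2x) first reagent, then RGS4 at 900nM (2x) plus Transcreener GDP mix added; fluorescence polarization (620/688 nm) read before and after 90 min at 30 °C.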
LDHA block – blocks human lactate dehydrogenase A; purified LDHA, NADH/diaphorase-resazurin fluorescence; stronger effect = lower value; actives 0.15% (n = 480,000); AID 1347041; P00338; activity change, % (values are at about 110 or 230 µM); in the data active = activity change below about -30%; inconclusive = mostly about -25% to -30%;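 note: plate controls were DMSO wells for no effect and wells without enzyme for full effect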
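Human LDH5 at 2 nM final in Tris HCl pH 7.4 with 0.06 mM NADH and 0.2 mM pyruvate, reacted 5 minutes at room temperature. Remaining NADH coupled via diaphorase/resazurin; resorufin fluorescence read at 0 and 20 minutes, normalized to enzyme-free and DMSO wells.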
ERG Ets-DNA blk – inhibitors of human ERG Ets domain-DNA interaction; P11308; fluorescence polarization, His-ERG Ets domain / labelled DNA; Potency, µM (titrated, usually from 76.9 µM), without a hit: top-dose FP activity, negative = inhibition, actives largely listed as inhibitors; actives 0.028% (n = 370,000); AID 624246; active = well fitted inhibition curve with a large enough effect in the polarisation, with a control signal flat; inconclusive = small, poorly fitted or top-dose-only effect, or effect the other way, or a change in a side signal; inactive = no such curve, though single readings can be large or run the other way; the % refers to the polarisation;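 note: polarization taken with two DNA probes labelled with fluorescein and Texas red; potency is the fitted concentration of half-maximal effect; % of control where 0% means no effect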
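His-tagged ERG Ets domain (1 uM in the protein solution; 300mM KCl, 50mM Tris-HCl, 1mM EDTA, 1mM DTT, pH 7.5) received compound, then a probe mix of 5 nM fluorescein-DNA and 100nM Texas-615-DNA. Fluorescence polarization was read for both dyes.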
POLB inh – inhibitors of human DNA polymerase beta | P06746 | Pol beta primer extension/strand displacement, fluorescence kinetic | Potency, µM (series often up to 114 µM), for the others: at the highest dose activity change, negative = inhibition, actives largely listed as inhibitors | actives 1.3% (n = 340,000); note: potency is the fitted concentration of half-maximal effect; % is set by controls: 0 for no effect and ±100 for the full control effect
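Kinetic readout of DNA synthesis with strand displacement by Pol beta. Compound and 10 nM enzyme sit 15 min at room temperature; 50 nM substrate starts the reaction, read immediately and at 10 min.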
APEX1 inh – inhibitors of human APE1 endonuclease; P27695; actives 0.35% (n = 350,000); Potency, µM (titrated, usually from 65.8 µM), without a hit: top-dose activity change, negative = inhibition, most hits filed as inhibitors; recombinant APE1, TAMRA/BHQ-2 abasic DNA cleavage fluorescence;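 note: potency is the fitted concentration of half-maximal effect; plate controls were vehicle for no effect and reference inhibitor for full effect; nearly all actives have a fitted effect of over 55% in size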
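Measures dequenching upon AP-site incision of a 5'-TAMRA/3'-BHQ-2 THF-containing duplex, 50 nM; human APE1 0.75 nM after 15 min room-temperature exposure to compound; kinetic three-point read at one-minute spacing.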
Numbers without * were called inactive; i = inactive; ? = inconclusive; · = no result given; [ ] = dose if it differs, or a comment. Unless noted, calls come from the whole dose curve; as a rule, active = well fitted curve in the direction sought with a large enough effect; inconclusive = small, poorly fitted or top-dose-only effect, or another doubt; inactive = no such curve, though single readings can be large; an effect the other way counts as inactive or inconclusive. Not all compounds are listed, so the mix of outcomes need not match the whole.

No. | Molecule | Anesthetic bind | Pol eta inh | Pol kappa inh | 12-LOX inh | RGS4 inh | LDHA block | ERG Ets-DNA blk | POLB inh | APEX1 inh
1 | N#CCCN(C(=O)COC(=O)c1cccc(S(=O)(=O)Nc2ccc([N+](=O)[O-])cc2)c1)c1ccccc1 | -13% | -6% | -7% | -28% | 26% | -9 | -11% | ? | 0%
2 | CCCCCCCN1C/C=C\C(c2ccc(OC)cc2)N(Cc2ccc(F)cc2)C(=O)[C@H]1Cc1ccccc1 (some centres undefined) | -2% | -22% | -5% | · | 24% | -1 | -5% | 1% | 0%
3 | O=S(=O)(C=C(c1ccccc1)c1ccccc1)c1ccccc1 | ? | -23% | -13% | 178%[activator] | 29% | -5 | -10% | 6% | -1%
4 | Cc1ccc(OCC(=O)NCC2(N3CCN(C)CC3)CCCCC2)cc1C | -13% | -14% | 7% | -8% | -7% | 3 | -1% | 3% | ·
5 | COc1ccccc1N(CC(=O)NC1CCCCC1)C(=O)CCC(=O)Nc1nccs1 | 6% | -6% | -20% | -2% | -49% | -5 | 8% | 33% | -8%
6 | CCOC(=O)C(C)Sc1cc(CS(=O)(=O)c2ccccc2)nc(-c2ccccc2)n1 (centres undefined) | -1% | -27% | -17% | -5% | -11% | -5 | -16% | -1% | -6%
7 | O=C(NCc1ccc2c(c1)OCO2)C12CC3CC(CC(C3)C1)C2 | ? | -22% | -13% | -14% | 3% | -1 | 3% | 28% | -3%
8 | CC(C)(C)N(Cc1ccccc1)C(=O)COC(=O)C1CC(=O)N(Cc2ccccc2)C1 (centres undefined) | · | -10% | -4% | 0% | 3% | 0 | -2% | · | ·
9 | C#CCOCCOCCOCCNc1nc(N2CCN(C(=O)CCCCCCCCCCNC(=O)[C@H]([C@@H](C)CC)n3cc(CCCCN=C(N)N)nn3)CC2)nc(N2CCN(C(=O)CCCCCCCCCCNC(=O)[C@@H]([C@H](C)O)n3cc(C)nn3)CC2)n1 | · | ? | ? | · | ? | 1 | 10% | · | ?
10 | Cc1ccc(C2=Nc3ccccc3N=C(c3ccc([N+](=O)[O-])cc3)C2)c(O)c1 | -14% | -21% | 1% | -14% | -11% | -8 | 6% | 18% | 19%
11 | Cc1ccc(NCc2nnc3n2CCCCC3)cc1Cl | ? | -13% | -1%[60.1 µM] | -2% | -6% | 1 | 7% | 10% | ·
12 | Cc1c([N+](=O)[O-])cc(C(=O)Nc2ccc(NC(=O)c3ccco3)cc2)cc1[N+](=O)[O-] | 3% | -15% | 2% | -8% | -4% | -9 | 3% | 83% | 17%
13 | Cc1c(C(=O)N2CCCC2)sc(NC(=O)c2ccco2)c1C#N | -13% | -7% | -15% | 0% | -52% | -1 | 13% | ? | 2%
14 | Cc1ccc(CC(CC(=O)Nc2cccc(C(F)(F)F)c2)C(=O)O)cc1 (centres undefined) | ? | -10% | 8% | 3% | 8% | 2 | 5% | -19% | ?
15 | C=CCNC(=O)NC(=O)COC(=O)c1cccnc1SC | -11% | -2% | -11% | 6% | 14% | -5 | 11% | -11% | 9%
16 | O=C(NCc1ccccc1)C1=C[C@@H](c2ccc3c(c2)OCO3)C[C@@H](OCCCCO)O1 | · | 0% | -9% | -21% | 14% | 0 | -4% | · | ·
17 | COC(=O)c1[nH]c2ccccc2c1NC(=O)c1ccccc1F | -7% | 2% | -9% | 7% | 30% | -4 | 4% | 29% | 1%
18 | Cc1cccc(/C=N/NC(=O)NC23CC4CC(CC(C4)C2)C3)n1 | ? | -4% | 5% | 160%[activator] | 3% | -4 | ? | -13% | -1%
19 | CCOc1ccc(N(CC(=O)NC2CCC(C)CC2)S(=O)(=O)c2c(C)noc2C)cc1 (centres undefined) | -15% | -13% | -4% | 16% | -18% | -2 | -5% | 1% | 32%
20 | COc1cc(CN2CCN(Cc3ccc(SC)cc3)CC2)cc(OC)c1O | 0% | -7% | 2% | ? | 7% | 1 | 15% | -16% | -1%

In a second layout: four of the compounds above.
Values run as follows: Anesthetic bind, Pol eta inh, Pol kappa inh, 12-LOX inh, RGS4 inh, LDHA block, ERG Ets-DNA blk, POLB inh, APEX1 inh
#1 N#CCCN(C(=O)COC(=O)c1cccc(S(=O)(=O)Nc2ccc([N+](=O)[O-])cc2)c1)c1ccccc1
 : -13%, -6%, -7%, -28%, 26%, -9, -11%, ?, 0%
#2 CCCCCCCN1C/C=C\C(c2ccc(OC)cc2)N(Cc2ccc(F)cc2)C(=O)[C@H]1Cc1ccccc1 (some centres undefined)
 : -2%, -22%, -5%, ·, 24%, -1, -5%, 1%, 0%
#3 O=S(=O)(C=C(c1ccccc1)c1ccccc1)c1ccccc1
 : ?, -23%, -13%, 178%[activator], 29%, -5, -10%, 6%, -1%
#4 Cc1ccc(OCC(=O)NCC2(N3CCN(C)CC3)CCCCC2)cc1C
 : -13%, -14%, 7%, -8%, -7%, 3, -1%, 3%, ·

3 structures out of the list, ordered by SMILES length, ascending:
No. | Molecule | Anesthetic bind | Pol eta inh | Pol kappa inh | 12-LOX inh | RGS4 inh | LDHA block | ERG Ets-DNA blk | POLB inh | APEX1 inh
17 | COC(=O)c1[nH]c2ccccc2c1NC(=O)c1ccccc1F | -7% | 2% | -9% | 7% | 30% | -4 | 4% | 29% | 1%
8 | CC(C)(C)N(Cc1ccccc1)C(=O)COC(=O)C1CC(=O)N(Cc2ccccc2)C1 (centres undefined) | · | -10% | -4% | 0% | 3% | 0 | -2% | · | ·
16 | O=C(NCc1ccccc1)C1=C[C@@H](c2ccc3c(c2)OCO3)C[C@@H](OCCCCO)O1 | · | 0% | -9% | -21% | 14% | 0 | -4% | · | ·

Other entries:
No. | Molecule | Anesthetic bind | Pol eta inh | Pol kappa inh | 12-LOX inh | RGS4 inh | LDHA block | ERG Ets-DNA blk | POLB inh | APEX1 inh
21 | Cc1ccc(CNC(=O)CN2CCCC(C)C2)cc1 (centres undefined) | -9% | -4% | 10% | -24% | -9% | -3 | 3% | 1% | 1%
22 | CN(C(=O)CSc1nnc(Cc2cccs2)n1C1CC1)C1CCS(=O)(=O)C1 (centres undefined) | · | -4% | -13% | -24% | 4% | -2 | 8% | · | 8%
23 | c1ccc(N=C(c2cccs2)N2CCOCC2)cc1 | 1% | -11% | -7% | 0% | 34% | -8 | -1% | 2% | 5%
24 | CCC(NC(=O)NNC(N)=S)(C(F)(F)F)C(F)(F)F | -3% | -9% | -7% | -12% | 8% | -3 | -4% | -10% | 0%
25 | Cc1ccc(S(=O)(=O)NCCc2c[nH]c3ccccc23)cc1 | -15% | -9% | -13% | -14% | 25% | 0 | 1% | 0% | 10%
26 | Cc1[nH]nc(N)c1N=Nc1ccc(Br)cc1 | ? | · | · | -22% | · | · | · | 21% | 16%
27 | COc1cc(/C=N/NS(=O)(=O)c2ccc3ccccc3c2)ccc1OCc1ccc(C(=O)O)cc1 | -1% | -11% | -31% | -13% | -12% | -1 | ? | 3% | -3%
28 | COc1cccc(NC(=O)C(=O)NCC(c2ccc3c(c2)OCO3)N2CCN(C)CC2)c1 (centres undefined) | -20% | -11% | -3%[60.1 µM] | -11% | 2% | 1 | 0% | -10% | ·
29 | O=C(Nc1ccccc1)c1[nH]ncc1[N+](=O)[O-] | -20% | -8% | -2% | 12% | -18% | 3 | 12% | -25% | -6%
30 | Cc1ccc(S(=O)(=O)N/N=C2/CC(=O)CC(C)(C)C2)cc1[N+](=O)[O-] | -12% | -19% | 0% | -15% | -34% | -2 | -14% | ? | -6%
31 | Cc1c(C(=O)N2CCCCC2)c(S(=O)(=O)NCc2ccccc2Cl)c(C)n1C | -5% | -19% | -17% | -29% | -6%[11.4 µM] | -1 | -5% | 0% | 47%
32 | CN(C(=O)c1cccc(NC(=O)Cc2ccc(NC(=O)C3CCCN(C(=O)C4CCCCC4)C3)cc2)c1)C1CCCCC1 (centres undefined) | · | -9% | -14% | 9% | 20% | 0 | -1% | · | ·
33 | COCCCNC(=O)CSc1nc2ccccc2c(=O)n1CCCN1CCCCC1 | -4% | -7% | 8% | 2% | -4% | -2 | -14% | 5% | 25%
34 | COc1ccccc1CNC(=O)COC(=O)c1c(C)nn(-c2ccccc2)c1Cl | -15% | 0% | -10% | 4% | 1% | -8 | -9% | -1% | 21%
35 | CC(=O)c1cccc(NC(=O)C(C)OC(=O)CCc2nc3ccccc3c(=O)[nH]2)c1 (centres undefined) | · | -9% | -1% | -4% | -43% | 0 | ? | · | 2%
36 | O=C(COC(=O)c1cc(Br)ccc1Cl)NC(=O)NCc1ccccc1 | -14% | -21% | -2% | 0% | -17% | 0 | -1% | 1% | -2%
37 | CC(=O)Nc1cccc(C(=O)NC2CCCc3c2cnn3-c2ccc(C(C)(C)C)cc2)c1 (centres undefined) | -20% | ? | -3% | -1% | -18% | -2 | ? | -14% | -23%
38 | CC(=O)c1ccc(S(=O)(=O)Nc2cccc(-c3cn4c(n3)SCC4)c2)cc1 | -3% | -8% | -18% | 0% | -23% | -10 | -9% | -13% | -3%
39 | O=C(c1ncn[nH]1)N1CCN(c2nc(-c3ccccc3)cs2)CC1 | -11% | ? | -15% | i | -2% | -11 | -7% | 7% | -3%
40 | COC(=O)c1csc2c(C(F)(F)F)cc(N3CCN(C(=O)Nc4ccccc4)CC3)nc12 | 1% | 14% | -6% | 0% | -2% | -3 | 8% | -23% | -5%
41 | CC(C)c1ccc(OCC(=O)NC2=NCCS2)cc1 | -11% | 1% | -6% | 1% | 29% | -8 | -11% | 25% | 0%
